GC-B act: GC-B (human) receptor activation. HEK293-GC-B cells, CNP EC30, cGMP TR-FRET; 0% at EC30 CNP, 100% saturating CNP. activation, % at 10 µM. AID 1920062. 370,000 compounds, 0.11% hits. P20594;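 active = activation at 10 µM reaching about 35% in either raw or pattern-adjusted values, limit read from the data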
Target sequence (P20594 whole entry, looked up): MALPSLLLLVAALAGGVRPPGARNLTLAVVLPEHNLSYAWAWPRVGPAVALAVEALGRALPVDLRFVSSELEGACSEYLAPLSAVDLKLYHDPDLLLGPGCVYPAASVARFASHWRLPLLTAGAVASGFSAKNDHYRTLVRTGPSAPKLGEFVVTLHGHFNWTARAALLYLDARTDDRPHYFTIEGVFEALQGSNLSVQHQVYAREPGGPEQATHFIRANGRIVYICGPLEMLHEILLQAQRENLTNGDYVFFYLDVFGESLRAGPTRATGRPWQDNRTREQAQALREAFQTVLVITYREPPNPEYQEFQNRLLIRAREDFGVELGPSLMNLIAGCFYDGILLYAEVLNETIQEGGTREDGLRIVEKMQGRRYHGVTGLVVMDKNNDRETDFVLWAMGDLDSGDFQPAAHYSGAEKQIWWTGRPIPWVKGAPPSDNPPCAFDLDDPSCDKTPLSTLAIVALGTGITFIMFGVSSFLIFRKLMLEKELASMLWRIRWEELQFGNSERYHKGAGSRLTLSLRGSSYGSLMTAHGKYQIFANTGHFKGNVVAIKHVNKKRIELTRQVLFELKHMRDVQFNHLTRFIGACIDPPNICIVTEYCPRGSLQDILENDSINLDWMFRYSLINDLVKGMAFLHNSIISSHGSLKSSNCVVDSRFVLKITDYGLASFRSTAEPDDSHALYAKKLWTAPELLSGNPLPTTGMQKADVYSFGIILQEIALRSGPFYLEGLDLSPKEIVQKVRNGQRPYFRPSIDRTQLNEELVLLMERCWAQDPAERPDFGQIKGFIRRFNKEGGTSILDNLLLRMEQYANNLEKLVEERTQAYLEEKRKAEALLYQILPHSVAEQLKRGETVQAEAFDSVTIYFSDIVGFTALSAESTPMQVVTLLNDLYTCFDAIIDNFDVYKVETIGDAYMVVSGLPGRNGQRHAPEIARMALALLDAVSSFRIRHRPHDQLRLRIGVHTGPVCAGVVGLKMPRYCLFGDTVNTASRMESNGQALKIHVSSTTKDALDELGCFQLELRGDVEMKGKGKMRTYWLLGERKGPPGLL
rCAG RNA binder: molecules binding r(CAG) RNA repeats; r(CAG) RNA repeat, TO-PRO-1 dye displacement fluorescence; inhibition, % at 3 µM; 370,000 compounds, 1.3% hits;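 active = inhibition above the plate cutoff, the mean of all test compounds on that plate plus 3 SD, cut at about 35% in these data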;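 also: 0% = DMSO alone and 100% = 100 µM mitoxantrone as full dye displacement; higher means more dye released from RNA so lower well fluorescence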
ARFGAP1 inhibitor: rat ARFGAP1 inhibition; AID 651572; 360,000 compounds, 0.26% hits; inhibition, % at 16.5 µM; Arfgap1-stimulated ARF1 GTP hydrolysis, GDP FP detection; Q62848;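 active = inhibition above a per-plate limit, mean inhibition of low control wells plus 3 SD, cut at about 25% in these data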;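 also: 0% = DMSO wells with enzyme and 100% = wells lacking Arfgap1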
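Assay system: Rat Arfgap1 GAP domain (His6, aa 1-136), purified enzyme | Buffer or medium: HEPES 25 mM pH 7.5, NaCl 150 mM, MgCl2, DTT | Schedule: GTP hydrolysis reaction 2 h at 25 °C | Signal: FP of antibody-bound GDP Alexa 633 tracer, ex 620/em 688 nm | Measure: Percent inhibition of Arfgap1-stimulated GTP hydrolysis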
proKLK7 act: activates the human kallikrein-7 zymogen; P49862; purified proKLK7, EDANS-DABCYL substrate fluorescence; 100% is mature enzyme control, 0% vehicle; activation, % at 7 µM; 370,000 compounds, 0.9% hits; AID 652039;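 active = activation above the mean of all tested compounds plus 3 SD, computed per campaign excluding outliers beyond control limits, cut at about 13% in these data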
ASAP1 inh: inhibitors of human ASAP1 ArfGAP activity. inhibition, % at 16.5 µM. Q9ULH1. ASAP1-stimulated ARF1 GTP hydrolysis, GDP FP detection. 360,000 compounds, 0.19% hits; in the data active = inhibition above about 25%;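 also: 0% = vehicle with enzyme and substrate and 100% = no enzyme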
HGIII-sPLA2 inh: Blocks human group III sPLA2 activity; AID 743126; QFRET BODIPY PC-A2 liposome hydrolysis, fluorescence; 370,000 compounds, 0.56% hits; inhibition, % at 12.2 µM; Q9NZ20;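 active = inhibition above mean plus 3 SD of compounds lying within the high and low control bounds, cut at about 19% in these data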;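 also: 0% = median of test compound wells and 100% = no enzyme DMSO wells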
ADAM10 inh: inhibitors of human ADAM10. O14672. recombinant ADAM10, EDANS/DABCYL FRET peptide cleavage, 3 h. inhibition, % at 7 µM. 370,000 compounds, 0.62% hits;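 active = inhibition above a per-campaign cutoff equal to the mean of compounds falling between control-based bounds plus 3 SD, cut at about 20% in these data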;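 also: 0% = DMSO wells while the 100% control is not disclosed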
Tn6 DDE FP: inhibitors of Tn6 peptide binding to human fibrin DD(E) | Fibrin DD(E) TRITC-Tn6 fluorescence polarization displacement | inhibition, % at 8.3 µM | 370,000 compounds, 0.21% hits | AID 720509;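 active = inhibition above a per-campaign cutoff: mean of compounds within control limits plus 3 SD, cut at about 15% in these data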;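 also: 0% = median of all compound wells on the plate and 100% = blocking peptide control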
FXN GAA850 act: activators of GAA850 frataxin (FXN) promoter; HEK293 lucGAA850 FXN promoter luciferase reporter, 24 h; percent of 10 µM SAHA response; activation, % at 6 µM; 360,000 compounds, 0.56% hits;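 active = activation above the average of all compounds screened plus 3 SD, cutoff fixed separately per campaign, cut at about 7.5% in these data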;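 also: 0% = DMSO wells and 100% = 10 µM SAHA wells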
GC-A act: GC-A (human) enzyme activation. P16066. HEK293 GC-A cells, cGMP TR-FRET, EC30 ANP; 0% at EC30 ANP, 100% saturating ANP. activation, % at 10 µM. 370,000 compounds, 0.14% hits. AID 1671463; in the data active = activation above about 40%
The depositor's hits bear a star; x = no result given; & = joins results of further samples.

SMILES	GC-B act	rCAG RNA binder	ARFGAP1 inhibitor	proKLK7 act	ASAP1 inh	HGIII-sPLA2 inh	ADAM10 inh	Tn6 DDE FP	FXN GAA850 act	GC-A act
N#C/C(=C/c1ccc([N+](=O)[O-])cc1)C(N)=O	-11	1	-1	-0.3	-12	1	5	-6	1.1	-14
CCOC(=O)c1nc(Nc2ccc(C(=O)OC)cc2)c2ccccc2n1	-3	3	7	0.5	2	-1	-3	2	0.7	13
Nc1nc2c(ncn2C2C[C@H](O)[C@@H](CO)O2)c(=O)[nH]1 (some centres not stated)	12	2	-4	-0.9	2	5	4	0	0.0	25
COc1ccc(CN2C[C@]3(C=C(C)Cn4c(=O)n(-c5ccccc5)c(=O)n43)N(C(=O)OCc3ccccc3)C2=NC(=O)c2ccccc2)c(OC)c1	4	11	x	0.5	x	12	8	-2	x	-2
CC(=O)c1ccc(S(=O)(=O)N2CCN(C(=O)CCC3CCCC3)CC2)cc1	5	-3	12	0.0	5	-6	-1	0	1.5	2
COc1cc2c(cc1OC)C(COc1ccc(F)cc1)NCC2 (configuration not stated)	0	1	2	1.5	-4	2	-15	-5	2.6	-1
C[C@H]1CCC[C@]2(CC(=O)c3cc(F)ccc3O2)C1	8	-1	4	-2.0	3	0	2	1	1.5	1
COc1cc(NC(=O)c2c(OC)cccc2OC)ccc1NC(=O)c1cc2ccccc2o1	16	10	12	-110	11	-5	9	-1	3.9	8
Cc1ccc2oc(C(=O)Nc3nnc(CC(C)C)s3)c(C)c2c1	4	-6	6	0.0	1	4	-9	-3	0.4	4
CC1CN(C(=O)CCc2ccccc2)C(C)CN1C(=O)CCc1ccccc1 (configuration not stated)	0	-1	10	0.2	-14	1	2	-5	0.5	-2
Cc1ccc(C)c(OCC(=O)N2CCN(C(=O)c3ccco3)CC2)c1	0	-3	-3	0.1	0	-4	-7	4	-2.5	-2
CCC[C@H]1[C@@H](NC(=O)Nc2ccc3c(c2)OCO3)CC[C@@]23CCCN2C(=O)CCC[C@@H]13	-14	x	x	x	x	-7	-3	-1	x	-12
CS(=O)(=O)c1cccc(NC(=O)C2CC2)c1	6	1	1	-0.2	-2	2	6	0	-0.4	4
O=C(Nc1cc(C(F)(F)F)ccc1F)C1Cc2c(-c3ccccc3Oc3ccccc3)ccnc2O1 (configuration not stated)	1	4	7	-0.2	9	3	1	-10	-0.7	-3
CC(=O)c1ccc(NC(=O)COC(=O)c2ccccc2Nc2ccccc2)cc1	1	10	-4	-2.3	9	-16	-341	6	2.6	-11
Cc1cc(C)nc(NS(=O)(=O)c2ccc(NC(=O)CSc3ncn[nH]3)cc2)n1	-6	2	6	-0.2	-8	-1	-13	-2	-1.4	-5
CN(CC(=O)Nc1ccccc1Br)C(=O)c1cc(Cl)nc2ccccc12	-1	1	-6	-0.7	-8	3	-14	-1	-0.2	0
O=C(CN1CCCCC1)N1CCCc2c1c(=O)oc1ccc(OCc3ccccc3)cc21	1	-8	-4	-1.9	-12	-10	-178	4	0.0	0
Cc1cccc(NC(=O)CCNC(=O)c2ccc(Br)cc2)c1C	2	0	8	0.0	5	1	-2	13	1.2	3
O=C(NCc1ccccc1)C1CCCN(c2nc3ccsc3c(=O)s2)C1 (configuration not stated)	-3	4	1	0.2	19	3	-5	-3	-1.7	-9

Structures listed so far that contain an NH in an aromatic ring (2):
SMILES	GC-B act	rCAG RNA binder	ARFGAP1 inhibitor	proKLK7 act	ASAP1 inh	HGIII-sPLA2 inh	ADAM10 inh	Tn6 DDE FP	FXN GAA850 act	GC-A act
Nc1nc2c(ncn2C2C[C@H](O)[C@@H](CO)O2)c(=O)[nH]1 (some centres not stated)	12	2	-4	-0.9	2	5	4	0	0.0	25
Cc1cc(C)nc(NS(=O)(=O)c2ccc(NC(=O)CSc3ncn[nH]3)cc2)n1	-6	2	6	-0.2	-8	-1	-13	-2	-1.4	-5

(cont.)
SMILES	GC-B act	rCAG RNA binder	ARFGAP1 inhibitor	proKLK7 act	ASAP1 inh	HGIII-sPLA2 inh	ADAM10 inh	Tn6 DDE FP	FXN GAA850 act	GC-A act
O=C(CSc1n[nH]c(=O)n1C1CC1)NCc1ccccc1Cl	5	-2	7	-0.4	5	-1	-8	-9	-0.3	-3
CSCCC(NS(=O)(=O)c1ccc(C)c(C(=O)O)c1)C(=O)O (configuration not stated)	2	0	-5	-0.2	-11	1	0	-4	-0.2	2
Cc1cc(C2=NNC(=NC3CC3)SC2)c(C)n1Cc1ccco1	2	13	1	-1.0	-2	0	-1	-6	-15	-2
CCn1c(COc2cccc(C)c2)nnc1SCC(=O)CC(=O)Nc1ccccc1OC	-6	37*	10	-0.8	0	-25	5	8	2.8	0
CCOC(=O)C1CCCN(Cc2cn(C)nc2-c2ccc3c(c2)OCCO3)C1 (configuration not stated)	-3	-7	6	-0.1	5	3	-6	-1	-1.4	-1
O=C(COc1cccc2c1CCN(Cc1ccc(Br)cc1)C2=O)N1CCOCC1	-9	-4	-2	-0.2	10	-7	2	-2	-1.8	18
CCn1c(Cc2ccccc2)nnc1SCC(=O)Nc1nc2ccccc2s1	-1	2	2	-0.4	-5	-6	8	4	0.1	-2
NC(=O)Oc1cccc(OC(N)=O)c1	8	-1	9	-0.4	0	1	-8	-8	2.3	-2
CO/N=C/c1ccc(N2CCN(C(=O)c3cccc(Cl)c3)CC2)c([N+](=O)[O-])c1	-3	-1	4	0.7	2	-4	-1	-2	-2.6	-1
O=C1CSc2ccc(C(=O)NCCC3=CCCCC3)cc2N1	2	-4	8	0.1	12	1	1	5	7.8*	6
Cc1ccc(SCCC(=O)NC(C)C)cc1	5	-2	-11	-0.3	0	4	1	1	-0.7	3
COc1cccc(CN2CC(C(=O)N(C)CCCC3CCCC3)CCC2=O)c1 (configuration not stated)	-7	-8	7	-0.4	4	-2	-4	4	0.9	-15
CCn1ncc(Br)c1C(=O)Nc1nccs1	3	0	-7	0.0	0	-4	14	-4	0.2	3
C=CCN1CC(C(=O)N2CCC(Cc3ccc(Cl)cc3)(C(=O)OCC)CC2)CC1=O (configuration not stated)	3	-10	3	0.2	-14	-2	-5	5	-2.7	3
CCOC(=O)N1CCC2CC1c1cc(Cl)ccc12 (configuration not stated)	-1	-2	-10	-0.5	4	6	-4	5	0.0	3
O=C(Nc1nccs1)c1cc(-c2ccccc2)nc2ccccc12	-1	4	-4	0.7	-7	-1	16	-5	0.2	3
CCCCCc1ccc(OCCC[n+]2ccccc2)c(CCCCC)c1	-4	7	-17	0.5	-5	-5	2	-5	-5.7	-3
CCCNC(=O)Cn1c(=O)oc2ccccc21	1	1	4	-0.4	-9	-2	7	-1	-0.4	1
O=C(O)c1c2c(nc3ccccc13)/C(=C/c1ccc(OC(F)F)cc1)CCC2	2	15	15	2.5	-5	-13	-71	-3	1.5	6
Cc1ccc(CN2C(=O)C(CC(C)C)Nc3ncnc(N4CCOCC4)c32)cc1 (configuration not stated)	0&0	-6&2	-6&6	0.2&1.1	7&11	6&4	3&3	-3&-4	1.5	2&-1
Nc1ccccc1C(O)(Cc1ccccc1)c1ccccc1 (configuration not stated)	3	-2	-4	0.2	-2	2	1	6	1.6	-3
CCOC1=C2[C@H](c3ccc(CC)cc3)N(S(=O)(=O)c3ccc(C)cc3)C[C@H]2n2c(=O)n(-c3ccccc3)c(=O)n2C1	7	2	-7	-1.0	1	3	-1	2	x	2
COCCNC(=O)C1(C)CCCN(C(=O)c2ccc(C)c(F)c2)C1 (configuration not stated)	-2	1	9	0.2	-1	2	-12	3	2.9	1
CCCCN1CC(=O)N2[C@H](C[C@@]3(n4ccc5ccccc54)c4ccccc4N(S(=O)(=O)c4ccccc4)[C@@H]23)C1=O	9	12	x	-1.0	x	-7	4	-7	x	1
CC(C)C(CO)NC(=O)CC(=O)NC(CO)C(C)C (configuration not stated)	2	-2	5	-0.7	-7	-4	-5	4	-0.3	1
CN(C)CC(=O)N[C@@H]1C=C[C@@H](CC(=O)NCCN2CCCCC2)O[C@@H]1CO	-1	2	16	0.1	9	5	-2	-2	x	1
CCN(C(=O)CSc1nnc(-c2cccnc2)n1Cc1ccco1)c1ccccc1C	0	1	x	-0.1	x	3	-5	-2	x	0
O=C(COc1ccc(C(=S)N2CCOCC2)cc1Cl)Nc1ccccc1Cl	-9	-2	-1	-0.6	-5	0	-3	-1	-1.3	1
Cc1c(C(=O)NNC(=O)c2ccncc2)oc2ccc(Br)cc12	2	14	0	0.2	2	1	-14	2	-0.1	1
OCC[n+]1ccc(/C=C/c2c[nH]c3ccccc23)cc1	-13	-238	13	3.1	7	-46	0	-5	0.8	-20
COc1ccc(/C=N\NS(=O)(=O)c2ccc(Cl)cc2)cc1COc1ccccc1[N+](=O)[O-]	-7	10	-2	0.0	-6	-5	4	-2	3.2	-4
Cc1nc(SCC(=O)O)c(C#N)c2c1CCCC2	-1	4	-8	0.0	10	-2	-11	5	1.9	0
C=CCNC(=S)N/N=C/c1ccccc1OCCOc1ccccc1	-3	3	17	-2.5	3	9	-5	-10	1.4	-6
CCc1ccc(NCCC(=O)c2ccc(Cl)cc2)cc1	-1	-1	-7	-0.4	10	8	-5	1	2.6	0
CCCCCC(=O)NC1CCCCN(Cc2ccccc2C)C1=O (configuration not stated)	-2	-2	x	0.3	x	1	3	-4	x	2
COc1ccc(S(=O)(=O)N2CCOCC2)c2ccccc12	-7	2	-2	0.0	14	1	11	0	1.9	-4

Entries shown so far that have an aryl methoxy group:
SMILES	GC-B act	rCAG RNA binder	ARFGAP1 inhibitor	proKLK7 act	ASAP1 inh	HGIII-sPLA2 inh	ADAM10 inh	Tn6 DDE FP	FXN GAA850 act	GC-A act
COc1ccc(CN2C[C@]3(C=C(C)Cn4c(=O)n(-c5ccccc5)c(=O)n43)N(C(=O)OCc3ccccc3)C2=NC(=O)c2ccccc2)c(OC)c1	4	11	x	0.5	x	12	8	-2	x	-2
COc1cc2c(cc1OC)C(COc1ccc(F)cc1)NCC2 (configuration not stated)	0	1	2	1.5	-4	2	-15	-5	2.6	-1
COc1cc(NC(=O)c2c(OC)cccc2OC)ccc1NC(=O)c1cc2ccccc2o1	16	10	12	-110	11	-5	9	-1	3.9	8
CCn1c(COc2cccc(C)c2)nnc1SCC(=O)CC(=O)Nc1ccccc1OC	-6	37*	10	-0.8	0	-25	5	8	2.8	0
COc1cccc(CN2CC(C(=O)N(C)CCCC3CCCC3)CCC2=O)c1 (configuration not stated)	-7	-8	7	-0.4	4	-2	-4	4	0.9	-15
COc1ccc(/C=N\NS(=O)(=O)c2ccc(Cl)cc2)cc1COc1ccccc1[N+](=O)[O-]	-7	10	-2	0.0	-6	-5	4	-2	3.2	-4
COc1ccc(S(=O)(=O)N2CCOCC2)c2ccccc12	-7	2	-2	0.0	14	1	11	0	1.9	-4
